# HttQ103 aggreg: mutant huntingtin aggregation inhibition | PC12 HttQ103-GFP aggregates, Acumen cytometry, 40 h | Potency, µM (series often up to 46.1 µM), for inactives: top-dose activity change, negative = inhibition, most hits filed as inhibitors | AID 1688 | hit rate 1.1% among 220,000; note: potency is the fitted concentration of half-maximal effect; % is set by controls: 0 for no effect and ±100 for the full control effect; nearly all actives have a fitted effect of over 60% in size
#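 Aggregate formation scored by laser-scanning cytometer (488 excitation, 500–530 emission) in lysed PC12 cells expressing Q103-GFP after 100 nM tebufenozide induction; library tested in dose series, with ATPLite reagent added in the multiplex.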
# KinaseGlo FLuc: blocks Kinase-Glo luciferase, a counter-screen artifact. Q27757. Kinase-Glo luciferase, ATP luminescence, 8 min. Potency, µM (doses to about 38.3 µM), without a hit: at the highest dose activity change, negative = inhibition, most hits filed as inhibitors. hit rate 0.28% among 200,000. AID 1379; note: potency is the fitted concentration of half-maximal effect; % is set by controls: 0 for no effect and ±100 for the full control effect; nearly all actives have a fitted effect of over 60% in size
#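 Light output from Kinase-Glo luciferase with luciferin and 10 uM ATP in 50 mM imidazole pH 7.2, KCl, MgCl2, Tween 20, BSA; compound pin-delivered, 8-min ambient incubation, then luminescence read.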
# CBFb-RUNX1 inh: CBF-beta/RUNX1 interaction disruption; AlphaScreen CBFb-His/RUNX1-biotin binding, biochemical; Potency, µM (highest dose often 59.8 µM), without a hit: top-dose activity, negative = inhibition, most hits filed as inhibitors; Q01196+Q13951; AID 1477; 230,000 tested, under 10 active; note: % of control where 0% means no effect
# Target sequence (Q01196 whole entry, looked up): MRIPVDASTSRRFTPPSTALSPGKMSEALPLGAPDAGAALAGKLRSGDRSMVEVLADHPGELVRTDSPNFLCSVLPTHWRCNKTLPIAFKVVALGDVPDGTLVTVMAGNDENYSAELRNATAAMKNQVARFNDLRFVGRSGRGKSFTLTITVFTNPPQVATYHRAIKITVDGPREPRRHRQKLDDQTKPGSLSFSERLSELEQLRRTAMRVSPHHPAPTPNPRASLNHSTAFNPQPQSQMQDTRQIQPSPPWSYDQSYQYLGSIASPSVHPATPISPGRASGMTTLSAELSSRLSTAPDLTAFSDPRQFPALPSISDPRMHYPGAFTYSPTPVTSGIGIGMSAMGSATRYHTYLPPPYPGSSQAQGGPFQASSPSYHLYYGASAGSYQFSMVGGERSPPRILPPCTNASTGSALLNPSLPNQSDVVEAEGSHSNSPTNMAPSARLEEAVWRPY
# Target sequence (Q13951 whole entry, looked up): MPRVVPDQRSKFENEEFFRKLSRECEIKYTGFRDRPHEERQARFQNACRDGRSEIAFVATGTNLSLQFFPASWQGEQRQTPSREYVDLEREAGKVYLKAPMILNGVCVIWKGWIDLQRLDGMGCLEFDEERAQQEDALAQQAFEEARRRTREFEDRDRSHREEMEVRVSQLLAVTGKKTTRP
#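 AlphaScreen proximity signal reports loss of binding between His-tagged CBF-beta and biotin-labelled RUNX1, each at 30 nM. Proteins are pre-associated for 20 minutes, compounds added for 15 minutes, then beads for 90 minutes, all at ambient temperature.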
# Epigenetic derep: derepresses silenced GFP reporter in murine cells | AID 1865 | Potency, µM (highest dose often 53.9 µM), without a hit: at the top dose GFP activation, usual class: activators | murine LDR cells, GFP reporter derepression, 30 h | hit rate 0.2% among 280,000; note: potency is the fitted concentration of half-maximal effect; % of control where 0% means no effect; nearly all actives have a fitted effect of over 60% in size
#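 Readout is the number of GFP-expressing murine LDR cells, counted by cytometry following washing. Cells were treated with compound for 30 h at 37 C; the stably integrated CMV-GFP locus is normally silent.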
# IMPase Li cell: cell-permeable IMPase inhibitors with lithium potentiation; hit rate 0.35% among 210,000; Potency, µM (highest dose often 59.4 µM), for the others: at the top dose activity, negative = IMPase inhibition, usual class: inhibitors; CHO-M1 cells, IP1 TR-FRET (IP-One), carbachol + lithium; AID 1457;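 note: IP1 builds up when IMPase is blocked and the TR-FRET signal falls; potency is the fitted concentration of half-maximal effect; plate controls were basal vehicle for no effect and high inhibitor control for full effect; nearly all actives have a fitted effect of over 50% in size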
#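 CHO cells stably expressing M1 receptor (2000/well) were cultured 16–30 h, then exposed to compounds with a small lithium addition for 30 min at 37C. IP1 was measured by TR-FRET competition; AC50 from Hill fits.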
# LMNA splice mod: changes lamin A minigene splicing in HeLa cells; HeLa LMNA splicing GFP/RFP minigene ratio, 48 h; Potency, µM (highest dose often 46.1 µM), without a hit: at the highest dose ratio change, negative = inhibition, most hits filed as inhibitors; hit rate 0.01% among 200,000; AID 1487; active = well fitted inhibition curve with a large enough effect in the signal ratio, with a control signal flat, not every such curve was filed as active; inconclusive = small, poorly fitted or top-dose-only effect, or effect the other way, or a change in a side signal; the % refers to the signal ratio; note: potency is the fitted concentration of half-maximal effect; % is set by controls: 0 for no effect and ±100 for the full control effect
#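 Read-out is the ratio of GFP to DsRed2 object intensity, acquired by 488 nm laser-scanning cytometry on HeLa lamin A-EGFP minigene reporter cells. Compound incubation 48 hrs at 37 °C in Opti-MEM with 2% FBS; DMSO 0.5% final.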
# NPSR antag: neuropeptide S receptor (human) antagonism, cAMP; hit rate 1% among 220,000; Potency, µM (top dose mostly 38.3 µM), for inactives: at the top dose activity change, negative = inhibition, hits mostly inhibitors; CHO-NPSR cells, cAMP TR-FRET, antagonist mode; note: potency is the fitted concentration of half-maximal effect; % is set by controls: 0 for no effect and ±100 for the full control effect; nearly all actives have a fitted effect of over 50% in size; many of its hits are not listed in these tables
# Target sequence (Q6W5P4 whole entry, looked up): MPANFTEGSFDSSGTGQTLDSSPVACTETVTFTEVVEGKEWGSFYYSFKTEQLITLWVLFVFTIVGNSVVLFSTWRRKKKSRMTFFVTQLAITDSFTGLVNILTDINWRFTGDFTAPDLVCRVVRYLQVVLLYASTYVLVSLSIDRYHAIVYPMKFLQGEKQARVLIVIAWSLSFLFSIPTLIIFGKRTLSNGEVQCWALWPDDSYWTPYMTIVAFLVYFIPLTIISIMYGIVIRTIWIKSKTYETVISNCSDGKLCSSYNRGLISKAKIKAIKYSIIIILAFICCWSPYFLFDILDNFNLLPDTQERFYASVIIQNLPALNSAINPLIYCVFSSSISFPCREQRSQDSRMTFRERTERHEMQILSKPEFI
# * = called active by the depositor; ? = inconclusive; . = not tested or not shown; & = joins results of further samples; [ ] = dose if it differs, or a comment. Unless noted, calls come from the whole dose curve; as a rule, active = well fitted curve in the direction sought with a large enough effect; inconclusive = small, poorly fitted or top-dose-only effect, or another doubt; inactive = no such curve, though single readings can be large; an effect the other way counts as inactive or inconclusive. A portion of the library (hit frequency here may not be typical).
nr	SMILES	HttQ103 aggreg	KinaseGlo FLuc	CBFb-RUNX1 inh	Epigenetic derep	IMPase Li cell	LMNA splice mod	NPSR antag
1	COCCOC(=O)C1=C(C)NC(=O)NC1C1CC=CCC1 (stereo not drawn)	-6.3%	6.3%	-1.1%	-0.7%	4.1%[38.3 µM]	6.9%	6.5%[46.1 µM]
2	O=c1[nH]c(/C=C/c2cccnc2)c([N+](=O)[O-])c(=O)[nH]1	-7.7%	0.8%	3.7%	1.1%	-1.2%	19.1%[46 µM]	18.7%
3	Cn1c(Cn2cnc3ccccc32)nnc1SCC(=O)CC(=O)Nc1ccccc1	-5.6%	11.0%	3.0%	8.5%	-10.2%[38.3 µM]	14.6%	-23.6%[46.1 µM]
4	CCNC(=S)NNC(=O)c1cc(CC(C)C)nc2ccccc12	0.5%	-0.8%	4.8%	-2.3%	-6.0%[38.3 µM]	10.1%	-5.5%[46.1 µM]
5	C=CCn1nnc2sc3c(c2c1=O)CCC(C)C3 (stereo not drawn)	-14.0%	-4.4%	-2.6%	0.7%	14.9%[38.3 µM]	11.2%	-1.7%[46.1 µM]
6	Nc1nc(SCC(=O)Nc2ccccc2)nc2nc3c(cc12)CCCC3	-0.9%	-12.4%	2.5%	1.1%	3.2%	?	-16.1%
7	COc1ccccc1C1C=C(c2ccc(Cl)cc2)Nc2nc(NS(C)(=O)=O)nn21 (stereo not drawn)	3.5%	0.5%	8.0%	0.0%	-2.9%	-2.9%	0.4%[46.1 µM]
8	CC(C)CC(=O)N1CCN(Cc2cccc([N+](=O)[O-])c2)CC1	-7.5%[9.22 µM]	0.4%	2.3%	-4.3%	2.4%	.	-9.0%
9	COc1ccc(C(=O)c2cc3ccc(O)cc3oc2=O)cc1	-3.5%	-20.1%	-0.9%	-2.8%	-6.2%[38.3 µM]	-5.6%	-8.2%[46.1 µM]
10	COC(=O)[C@@H](NC(=O)NC1CCN(Cc2ccccc2)CC1)C(C)C	18.0%	-4.2%	8.4%	-1.0%	13.1%[38.3 µM]	4.9%	0.4%[46.1 µM]
11	CC(C)c1ccc(OCC(=O)Nc2cccc(C(=O)Nc3ccccc3C(=O)O)c2)cc1	15.1%	-0.8%	-8.5%	1.1%	-9.3%	-12.7%[46 µM]	-13.1%
12	Cc1ccc(NC(=O)N2CCCCC2)cc1NC(=O)N1CCCCC1	-0.9%[9.22 µM]	.	-8.4%	2.9%	.	.	-27.5%
13	O=C(CSc1ncnc2scc(-c3ccc(F)cc3)c12)c1ccc2c(c1)OCCO2	-9.4%	3.7%	14.2%	-2.2%	1.2%	?	-25.6%
14	S=C(NCc1ccccc1Cl)Nc1ccccc1Cl	?	-0.5%	3.9%	1.3%	1.7%	.	?
15	Cc1n[nH]c(=O)n1-c1ccc(C(C)(C)C)cc1	7.5%	-1.0%	-0.8%	2.6%	-7.8%	.	18.3%
16	CCNS(=O)(=O)c1ccc(NC(=O)c2c(-c3ccccc3)noc2C)cc1	10.5%[9.22 µM]	.	2.3%	-2.3%	-10.3%	.	7.6%
17	Cn1nnc(NC(=S)NC(=O)/C=C/c2ccco2)n1	29.9%[9.22 µM]	.	-4.1%	-1.1%	.	.	9.0%
18	Cn1c(=O)oc2cc(S(=O)(=O)N3CCC(C(=O)NCc4cccs4)CC3)ccc21	-10.3%	2.0%	-1.4%	-1.3%	3.9%[38.3 µM]	-4.3%	-5.5%[46.1 µM]
19	Cn1c(SCc2nc3ccccc3[nH]2)nnc1-c1ccccn1	3.6%	-2.8%	-12.1%	-0.7%	-20.3%[38.3 µM]	-0.1%	-21.2%[46.1 µM]
20	CC(=O)c1cn(CC(=O)Nc2ccc(C)c(C)c2)c2ccccc12	-2.0%	-1.4%	-2.4%	-1.1%	?	?	-14.7%
21	Cn1c(=O)[nH]c(=O)c2c1nc1n2CCCN1Cc1ccccc1	-17.5%[9.22 µM]	.	19.9%	1.2%	.	.	13.3%
22	COc1ccc2c(C)cc(Sc3nnnn3-c3ccccc3)nc2c1	26.9%	3.3%	0.5%	1.1%	8.3%	?	-16.8%[46.1 µM]
23	COC(=O)[C@H](CC(C)C)NC(=O)Nc1ccccc1F	-9.7%[9.22 µM]	.	7.9%	3.0%	.	.	4.5%
24	CN1CCN2c3ccccc3Cc3ccccc3[C@@H]2C1	.	1.3%	-4.4%&33.7%[21.7 µM]	1.0%	24.1%&21.4%	?	.
25	CCOC(=O)N1CCC(NC(=O)c2ccc(Cl)cc2)CC1	-27.6%[9.22 µM]	.	9.0%	0.0%	.	.	-3.1%
26	CCN(Cc1cc2cc(OC)ccc2[nH]c1=O)C(=O)Cc1ccc(OC)cc1	-12.7%	-0.3%	5.1%	-1.0%	37.7%[activator][38.3 µM]	-1.8%	20.8%[46.1 µM]
27	O=C(Nc1ccc(Cl)cc1)c1ccncc1	10.4%	-5.4%	12.6%	-1.8%	-0.9%[38.3 µM]	-3.4%	4.5%[46.1 µM]
28	Cc1cccc(OCC(=O)NNC(=O)c2cc3ccccc3oc2=O)c1	13.5%	0.2%	-4.1%	0.0%	15.1%[38.3 µM]	-8.7%	3.5%[46.1 µM]
29	CCc1nc2sccc2c(=O)[nH]1	29.7%	0.5%	-1.3%	-2.0%	-0.1%	-1.7%[46 µM]	21.6%
30	O=C(Cc1ccc(Cl)cc1)Nc1ccc2oc(-c3ccncc3)nc2c1	-19.2%	2.1%	-4.7%	0.9%	-14.4%[38.3 µM]	14.8%	-17.7%[46.1 µM]
31	O=C1NC[C@@H](Cc2ccc(O)cc2)N(CC2CCCCC2)C1=O	-29.7%[9.22 µM]	.	7.9%	0.6%	.	.	10.6%
32	C=CCn1nc(-c2ccccc2)c2c(C)onc2c1=O	12.1%	1.1%	8.8%	-3.8%	3.7%	-1.2%[46 µM]	-0.1%
33	O=S(=O)(c1ccc(-c2ccon2)s1)N1CCN(c2ccncc2)CC1	-1.3%[9.22 µM]	.	4.3%	2.1%	.	.	-3.1%
34	COc1ccc(N2CCN(C(=O)CCNC(=O)Cn3ccc4ccccc4c3=O)CC2)cc1	5.7%	-0.2%	8.3%	-5.2%	-0.8%	.	8.6%
35	CCOC(=O)C(C)Sc1nnc(NC(=O)c2cccc([N+](=O)[O-])c2C)s1 (stereo not drawn)	-7.0%	-0.2%	0.2%	0.0%	-0.1%	-4.6%	-12.5%[46.1 µM]
36	CC(C)NS(=O)(=O)c1ccc(CCC(=O)NCc2ccc3c(c2)OCO3)cc1	17.9%	1.0%	0.3%	-1.0%	3.3%	-5.8%	-9.8%
37	FC(F)(F)c1cc(-c2cccs2)nc2cc(-c3cccs3)nn12	23.9%[9.22 µM]	.	28.4%	2.1%	.	.	-42.4%
38	COCc1[nH]nc2c1C(c1ccccc1OC)C(C#N)=C(N)O2 (stereo not drawn)	-8.8%	-0.2%	-9.7%	0.1%	15.1%[38.3 µM]	-0.2%	-0.5%[46.1 µM]
39	CCN(CC)C(=O)CSC1=C(C#N)C(c2ccco2)C(C(=O)OCCOC)=C(C)N1 (stereo not drawn)	8.6%	1.7%	5.1%	?	9.1%	-6.0%	-7.2%
40	Cc1cc(=O)n2[nH]c(SCc3ccccc3)nc2n1	-2.8%[9.22 µM]	3.1%	-2.0%	0.8%	18.3%[38.3 µM]	13.9%	-3.6%[46.1 µM]
41	CCCOC1CCCN(C(=O)c2cc(Cl)c(Cl)cc2C(=O)O)C1 (stereo not drawn)	-24.1%	-0.6%	8.2%	0.0%	-10.2%[38.3 µM]	?	-6.0%[46.1 µM]
42	Cn1c(SCC(=O)N2CCOCC2)nnc1-c1cnccn1	-11.6%	4.3%	11.3%	-0.1%	-4.6%	-4.0%	-13.3%[46.1 µM]
43	CCC(=O)NNC(=O)CCC(=O)Nc1ccccc1	-6.4%	-2.3%	2.5%	9.3%	-15.1%[38.3 µM]	-2.3%	-1.5%[46.1 µM]
44	O=c1ccc2cc(S(=O)(=O)N3CCN(c4cc(Cl)ccc4Cl)CC3)ccc2o1	-11.1%	-4.6%	-2.2%	0.8%	30.1%[activator][38.3 µM]	-3.9%	-24.4%[46.1 µM]
45	CCOC(=O)C(C)S(=O)(=O)c1ccc(C(F)(F)F)cn1 (stereo not drawn)	4.1%	1.4%	7.0%	-9.7%	11.4%	5.1%	1.9%[46.1 µM]
46	CCc1cccc(C)c1N(C(=O)Cn1c(=O)[nH]c2ccccc21)C(C)COC (stereo not drawn)	7.4%	-6.5%	3.0%	0.0%	42.4%[activator][38.3 µM]	-2.5%	-17.1%[46.1 µM]
47	O=C(CC1C(=O)NCCN1Cc1ccoc1)NCc1cccc(OC(F)(F)F)c1 (stereo not drawn)	-15.2%[9.22 µM]	.	-1.2%	-0.1%	.	.	17.4%
48	C=CCNC(=O)COC(=O)c1nc2nccc(C)n2n1	-4.6%	-1.0%	7.7%	-1.5%	-2.3%	-8.8%[46 µM]	7.2%
49	COc1ccccc1-c1cc(C(=O)NCc2ccc(F)cc2)no1	-19.8%	1.6%	9.8%	-0.9%	-5.7%[38.3 µM]	-5.0%	?
50	O=C(CSc1nnc(-c2ccco2)o1)c1ccc([N+](=O)[O-])cc1	2.7%[9.22 µM]	.	15.4%	1.0%	.	.	3.0%

# Going on with the list.
nr	SMILES	HttQ103 aggreg	KinaseGlo FLuc	CBFb-RUNX1 inh	Epigenetic derep	IMPase Li cell	LMNA splice mod	NPSR antag
51	COC(=O)C1=C2SCC(=O)N2C(N)=C(C#N)C1	-2.2%[9.22 µM]	.	-0.2%	-1.8%	.	.	-18.1%
52	CCOC(=O)c1sc2nc(SC)nc(-c3ccc(Cl)cc3)c2c1N	15.2%	1.0%	-3.7%	-0.9%	3.1%[38.3 µM]	2.8%[0.0737 µM]	5.8%[46.1 µM]
53	O=C(OCC(=O)N1CCN(C(=O)c2ccco2)CC1)c1cc(-c2ccc(Cl)c(Cl)c2Cl)nc2ccccc12	1.2%[9.22 µM]	2.2%	-3.9%	1.8%	10.7%[38.3 µM]	3.7%	10µM*
54	O=c1c2ccccc2nc2n1CCCCC2	6.1%	-0.3%	-1.6%	-1.1%	13.8%[38.3 µM]	5.6%	-0.6%[46.1 µM]
55	COc1cc(/C=C(/Sc2nnc(-c3ccc(F)cc3)o2)C(=O)O)ccc1OC(F)F	-8.2%	1.8%	-5.4%	-1.4%	12.4%	?	-39.8%
56	O=C(Cn1ncn2cccc2c1=O)N1CCCCC1	10.5%	-4.6%	7.0%	0.9%	-12.7%[38.3 µM]	10.1%	3.6%[46.1 µM]
57	CC(=O)NCC12CC3CC(C1)CC(C(=O)O)(C3)C2	2.1%	-1.6%	0.4%	-0.1%	-15.5%[38.3 µM]	1.7%	26.1%[46.1 µM]
